NSD2 HMT inh = NSD2 histone methyltransferase inhibitors, primary screen, biochemical, AlphaScreen, single concentration, set 2; NSD2 peptide methylation, 120 min; inhibition, % at 12.5 µM; Histone-lysine N-methyltransferase NSD2 (Homo sapiens), O96028; 310,000 compounds, 0.54% hits; in the data active = inhibition above about 50%
DSG3 Ab inh = inhibitors of pemphigus antibody binding to DSG3, primary screen, biochemical, bead-based, flow cytometry, scFv-GFP. DSG3-coupled beads, scFv-anti-DSG3-GFP binding; stronger effect = lower value. binding (percent of control), % at 10 µM. 310,000 compounds, 0.48% hits. AID 588358, 2011;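 active = binding more than 3 SD below its plate's average and above zero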; note: some compounds called inactive have numbers as strong as hits
V-ATPase pHluor = regulators of yeast V-ATPase proton pumping, primary screen, pHLuorin cytosolic pH fluorescence | S. cerevisiae | response, % at 10 µM | 350,000 compounds, 0.37% hits | AID 504577, 2011; in the data active = response mostly above about 7.3%, no sharp cut-off; inactive = mostly below about 5.4%; note: actives read high; inactives centre near 0; some compounds called inactive have numbers as strong as hits
DAGLB inhibitor = DAGLB lipase inhibitors, primary screen, biochemical, fluorescence, HTS. HEK293T DAGLB membrane lysate, EnzChek fluorogenic substrate. 340,000 compounds, 0.059% hits. Diacylglycerol lipase-beta (Homo sapiens), Q8NCG7. inhibition, % at 5.17 µM; in the data active = inhibition above about 34%;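 note: 0% = enzyme with vehicle and 100% = wells lacking enzyme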
LANA DNA inh = inhibitors of KSHV C-LANA binding to DNA, primary screen, biochemical, fluorescence polarization, FAM-LBS DNA, MBP-C-LANA, single point | AID 504423, 2011 | inhibition, % at 9 µM | Kaposi's sarcoma herpesvirus LANA C-terminal domain (residues 932-1162) DNA binding | 340,000 compounds, 0.078% hits;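 active = highest replicate inhibition at or above 60% at 9 µM, even if other replicates fall short; inactive = all replicates below 60% inhibition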;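 note: 0% = neutral control wells and 100% = 4 µM acridine orange control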
Keap1-Nrf2 PPI = Keap1-Nrf2 protein-protein interaction inhibitors, primary screen, biochemical, fluorescence polarization, single point; Kelch-like ECH-associated protein 1 (Homo sapiens), Q14145; Keap1 Kelch-Nrf2 peptide fluorescence polarization, 1536-well; inhibition, % at 9.4 µM; 340,000 compounds, 0.15% hits; AID 504523, 2011; in the data active = inhibition above about 12%;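 note: human Keap1 Kelch domain with fluorescein labeled Nrf2 9mer peptide probe; 0% = neutral control wells and 100% = peptide positive control; higher means more block of Keap1 binding to Nrf2 peptide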
CAL PDZ FP-1 = untagged CAL PDZ binding inhibitors, primary screen, biochemical, fluorescence polarization, HTS. Golgi-associated PDZ and coiled-coil motif-containing protein (Homo sapiens), Q9HD26. purified CAL PDZ, TMR-peptide fluorescence polarization, 1 h. inhibition, % at 24.9 µM. 300,000 compounds, 0.92% hits. AID 602252, 2012;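 active = mean inhibition of at least 30% with at least half of replicates also reaching 30%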;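 note: 0% = DMSO neutral control and 100% = excess unlabeled competitor peptide PRC23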
CAL PDZ FP-2 = CAL PDZ peptide-binding inhibitors, primary screen, biochemical, fluorescence polarization, Cer-tagged CAL PDZ, HTS | Golgi-associated PDZ and coiled-coil motif-containing protein (Homo sapiens), Q9HD26 | 330,000 compounds, 0.02% hits | AID 504414, 2011 | purified CAL PDZ, TMR-peptide fluorescence polarization, 1 h | inhibition, % at 20 µM;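 active = highest replicate inhibition of at least 40%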;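 note: plate controls were DMSO neutral control wells for no effect and unlabeled competitor peptide control wells for full effect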
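Material – purified CerCALP PDZ construct · Detection – FP readout, S and P plane fluorescence · Measure – percent inhibition from loss of millipolarization · Controls – unlabelled peptide for full inhibition, DMSO wells as neutral · Probe or stimulus – TMR-labelled reporter peptide T*-PRC34 bound in PDZ groove · Times – 1 h at RT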
Arrestin-AP2 inh = inhibitors of beta-arrestin/AP2 binding, primary screen, biochemical, GPCR trafficking, flow cytometry; FITC-arrestin peptide / GST-AP2 beads; AP2 beta2 appendage carries R879A mutation; inhibition, % at 10 µM; 340,000 compounds, 0.31% hits;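 active = inhibition above a set limit, near 3 SD of compounds lacking own fluorescence, cut at about 54% in these data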;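 note: plate controls were DMSO wells for no effect and 5 µM unlabelled arrestin peptide for full effect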
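System: GST-AP2 R879A glutathione beads; medium: PBS, Tween 20 0.05%, BSA 0.1%; reagent: fluorescein-tagged arrestin peptide at 50 nM final; schedule: pre-incubation 12 min, peptide binding 1 h, room temperature; detection: flow cytometry, FL1 (488/535 nm); read-out: inhibition as reduced fluorescein signal on beads, percent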
RTF Ca sens inh = cardiac RTF calcium sensitivity inhibitors, primary screen, biochemical, IANBD-TnC fluorescence, EC70 calcium. IANBD-labeled cardiac RTF, Ca2+ fluorescence. inhibition, % at 7.15 µM. 340,000 compounds, 0.12% hits. AID 493244, 2011;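 active = inhibition above the mean inhibition of all tested compounds plus 3 SD, cut at about 17% in these data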;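 note: assay run at fixed EC70 calcium of 1.6 mM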
Numbers without * were called inactive; x = not tested or not shown.

NSD2 HMT inh,DSG3 Ab inh,V-ATPase pHluor,Structure,DAGLB inhibitor,LANA DNA inh,Keap1-Nrf2 PPI,CAL PDZ FP-1,CAL PDZ FP-2,Arrestin-AP2 inh,RTF Ca sens inh
5,93,1,CCOc1ccc(NC(=O)c2cc(OC)nc3ccccc23)cc1,-5,0.0,1,-3,1.2,9,1
-2,98,-2,Cc1cc(C(=O)Nn2cnc3ccccc3c2=O)ccc1[N+](=O)[O-],2,1.2,-7,-3,-0.6,54*,2
-2,110,1,Fc1ccccc1NC(=S)N1CCCCC1,1,-0.2,1,-9,-1.0,3,-1
4,96,3,COc1ccc(C(=N/O)/C(=N/O)c2ccc(OC)cc2)cc1,1,2.5,4,3,-0.6,16,2
0,x,-3,COCC(C)NC(=O)c1ccc(-n2nc(C(F)(F)F)cc2-c2cccs2)cc1 (stereo not given),-3,1.2,0,-2,-1.6,20,5
0,92,-3,CC(=O)Nc1ccc(NC(=O)COC(=O)c2ccc(C)s2)cc1,0,-1.6,-4,-3,-1.1,9,-2
-2,96,1,C=CCNC(=S)NCC,-3,4.6,-3,5,-1.1,1,0
29,102,2,O=C(O)CNS(=O)(=O)c1ccc2c(c1)C(=O)c1cc(S(=O)(=O)NCC(=O)O)ccc1-2,-1,1.3,1,-6,-0.3,10,-7
x,106,-1,COC(=O)c1ccc(CN2[C@H](C(=O)OC)C[C@@]3(O)[C@H](O)[C@H](O)[C@H](O)C[C@@H]23)cc1,0,2.1,-1,3,1.1,1,-2
1,101,2,NC(=O)CCCCC(=O)OCCCc1cccs1,0,0.6,-3,-4,-0.1,8,-2
x,102,-5,O=C1CCC[C@@H]2C[C@@]3(C[C@@H]4CCN1[C@H]24)Nc1cc(Cl)ccc1NC3=NC1CCCCC1,5,2.3,0,4,-0.7,11,-8
8,106,-1,COc1ccccc1-c1nc(C#N)c(N2CCN(c3ccccc3)CC2)o1,-4,-2.0,-6,-5,x,-2,4
0,113,-2,COc1ccc(C2C(C(C)=O)=C(C)Nc3ncnn32)cc1 (stereo not given),1,-2.3,-3,6,-2.7,0,-5
-3,103,-1,COC(=O)C1CCCCN1C(=O)c1ccc(OC2CCN(C(C)=O)CC2)c(OC)c1 (stereo not given),1,0.0,-1,-1,-2.6,-5,-6
21,91,4,O=C(O)c1ccc2c(=O)n3cc(C(=O)c4ccccc4O)cc(Cl)c3nc2c1,2,1.8,-5,-12,-6.2,-6,-4
6,98,0,Cn1nccc1C(=O)N1CCCC(C(=O)c2cccc3ccccc23)C1 (stereo not given),-2,-1.1,1,3,-1.4,-11,12
x,101,-3,Cc1c(CCC(=O)NCCCN2CCCC2=O)c(=O)oc2cc(O)ccc12,-1,2.6,-3,0,-0.2,1,2
x,99,1,COc1ccc([C@H]2CC(=O)C=C(c3cc(OC)ccc3OC)C2)cc1,-6,-1.7,-2,0,0.6,24,2
104*,121,-1,O=C1C=C(Nc2cccc3cccnc23)c2ccccc2C1=O,5,2.0,-3,-5,0.1,5,-6
-3,x,1,O=C(O)CC1(CC(=O)Nc2ccc3c(c2)OCCCO3)CCCCC1,1,1.6,-1,-1,0.0,4,-6
3,108,6,CCC(=O)N1CCN(c2c(Cl)cccc2[N+](=O)[O-])CC1,3,-0.9,-10,1,-0.4,1,2
x,95,-3,CC[C@]12c3[nH]c4ccc(Cl)cc4c3CCN1C(=O)[C@@H](CC(=O)NCCc1ccccn1)C[C@@H]2C(=O)N1CCN(C(=O)c2ccco2)CC1,-1,2.1,2,2,-1.3,18,-1
-4,102,2,CCSc1nnc(NC(=O)CSc2nnc(CNC(=O)c3cc(OC)c(OC)c(OC)c3)o2)s1,1,0.1,-8,0,-0.6,2,-7
3,108,x,Cc1c(C(=O)N2CCCCC2C)sc2ncnc(N3CCc4ccccc4C3)c12 (stereo not given),-4,0.1,3,-3,-3.0,0,-2
-2,101,0,COc1cc2c(cc1OC)C(c1ccc(C)cc1)NC(=O)C2 (stereo not given),-1,-0.1,0,-6,-0.6,-6,2

NSD2 HMT inh,DSG3 Ab inh,V-ATPase pHluor,Structure,DAGLB inhibitor,LANA DNA inh,Keap1-Nrf2 PPI,CAL PDZ FP-1,CAL PDZ FP-2,Arrestin-AP2 inh,RTF Ca sens inh
-1,112,1,CS(=O)(=O)c1ccc(Cl)c(NC(=O)CSc2nnc(C3CC3)n2C2CC2)c1,0,0.2,0,-3,-2.0,-9,3
-3,89,0,O=C(O)C1CCN(S(=O)(=O)c2ccc(Cl)s2)CC1,0,1.0,4,-2,-0.8,3,-5
0,99,1,Cc1ccc(C(=O)CNc2cccc(Cl)c2)cc1,-8,0.4,-3,-1,0.0,9,1
3,86,-2,O=C1NC(=S)S/C1=C\c1ccc2ccccc2c1,6,2.5,-2,-4,-1.3,-7,-4
-1,100,-3,Cc1ccc(SCC(=O)N2CCN(c3ccccn3)CC2)cc1,-5,0.2,-3,-2,0.4,-6,-3
1,102,0,CC(CC(=O)Nc1ccc(C(N)=O)cc1)c1ccccc1 (stereo not given),-1,0.3,-3,0,-0.8,28,6
0,93,1,COc1cccc(CNC(=O)c2ccc(C3SCCS3)cc2)c1,0,-1.2,-5,2,-1.8,-7,-5
x,105,-2,Cc1c(C)c2ccc(OCC(=O)NCCc3c[nH]c4ccccc34)c(C)c2oc1=O,-1,0.5,-2,8,-0.5,11,-2
-2,108,9,Oc1ccc(Cl)cc1CNc1ccc(Br)cn1,3,0.3,1,x,-0.9,14,-4
-1,106,-5,Cc1cc(C)c(S(=O)(=O)N(CC(=O)N2CCOCC2)C2CCCCC2)c(C)c1,-2,-0.7,4,8,-0.6,6,0
-1,98,0,O=C(Cc1n[nH]c(=O)c2ccccc12)OCC(=O)c1ccc(F)c(F)c1,0,1.0,-4,-2,-0.5,8,-3
-2,96,0,Cc1cc(C(=O)N/N=C/c2ccc(-c3ccccc3Cl)o2)n[nH]1,-2,-0.9,-1,0,-0.9,35,9
0,81,1,COC(=O)c1ccc2c(=O)[nH]c(CN3c4ccccc4CC3C)nc2c1 (stereo not given),10,-0.3,2,0,-0.4,-2,-5
-3,88,2,CCOC(=O)C1=C(c2ccccc2)N=c2s/c(=C\c3ccco3)c(=O)n2C1c1cccs1 (stereo not given),-1,-1.8,2,1,-1.7,7,-9
2,99,-2,CCCCOC(=O)CCCN1C(=O)/C(=C2\SC(=S)N(CCCC(=O)OCCCC)C2=O)SC1=S,x,x,x,x,x,67*,x
1,97,1,Cc1cccc(-n2nnc3cnn(C)c3c2=O)c1,0,-1.7,0,-2,-0.3,22,-7
0,91,1,CC(=O)NC(Cc1ccccc1C)C(=O)NC1CCN(c2nnnn2-c2ccccc2)CC1 (stereo not given),0,-0.8,4,-4,-2.0,-4,-11
1,94,-3,CC(C)Oc1ccc(C(=O)OC(C)C(=O)Nc2nc(-c3cccc([N+](=O)[O-])c3)cs2)cc1 (stereo not given),0,-1.3,0,-5,-3.5,-2,4
0,101,1,Cc1cc(Cl)ccc1OCCCC(=O)N1CCN(C(=O)c2ccco2)CC1,2,-0.8,5,x,-2.3,6,5
-2,93,-6,Cc1cccc(OCCOC(=O)c2ccc(F)c(S(=O)(=O)N3CCOCC3)c2)c1,-8,0.0,0,x,-1.4,23,2
-3,98,1,O=C(CP(=O)(c1ccccc1)c1ccccc1)Nn1cnnc1,-1,0.6,1,-3,-0.7,-18,-2
-1,101,3,O=C(c1cccc(F)c1)N1CCN(S(=O)(=O)c2ccc(C(F)(F)F)cc2)CC1,-2,-1.0,4,x,-2.6,-11,-2
2,102,-3,Cc1ccc(-n2c(SCC(=O)O)nc3sc4c(c3c2=O)CCCC4)cc1,4,-1.8,-3,6,-3.3,18,17*
22,97,-1,COC(=O)/C=c1/s/c(=C(\C#N)C(=O)NCc2ccco2)n(-c2ccccc2)c1=O,2,3.1,-5,-8,x,0,-2
0,105,-1,Cc1ccc(C)c(NC(=O)NNC(=O)c2cc3ccccc3cc2O)c1,6,0.3,-9,-2,5.9,-4,2

Structures from the list above with a CF3 group, in the order listed:
NSD2 HMT inh,DSG3 Ab inh,V-ATPase pHluor,Structure,DAGLB inhibitor,LANA DNA inh,Keap1-Nrf2 PPI,CAL PDZ FP-1,CAL PDZ FP-2,Arrestin-AP2 inh,RTF Ca sens inh
0,x,-3,COCC(C)NC(=O)c1ccc(-n2nc(C(F)(F)F)cc2-c2cccs2)cc1 (stereo not given),-3,1.2,0,-2,-1.6,20,5
-1,101,3,O=C(c1cccc(F)c1)N1CCN(S(=O)(=O)c2ccc(C(F)(F)F)cc2)CC1,-2,-1.0,4,x,-2.6,-11,-2

(cont.)
NSD2 HMT inh,DSG3 Ab inh,V-ATPase pHluor,Structure,DAGLB inhibitor,LANA DNA inh,Keap1-Nrf2 PPI,CAL PDZ FP-1,CAL PDZ FP-2,Arrestin-AP2 inh,RTF Ca sens inh
-1,102,0,CCOc1ccc(CNC2CCCc3ccccc32)cc1 (stereo not given),-1,-1.2,-5,x,-1.1,-15,-4
-2,98,-1,O=C(Nn1cnnc1)c1ccccc1F,-1,-0.3,0,-3,-1.3,4,-2
-1,109,-1,Cc1nc(Cl)c(C(=O)NC(=O)NCc2ccccc2)c(C)c1Cl,1,0.5,-3,2,0.0,-3,-13
x,98,3,COC(=O)c1cccc(C23CC4(C2)[C@H](CN(Cc2ccc(-c5ccccc5)cc2)[C@@H]4c2ccccc2)C3c2ccccc2)c1 (stereo not given in full),-8,-1.3,-10,-1,-0.4,-1,2
3,103,5,COc1ccc(N(CC(=O)NCC2CCCO2)C(=O)CCC(=O)Nc2nccs2)cc1 (stereo not given),-1,0.5,0,0,-0.1,8,-7
5,103,2,COc1ccc(S(=O)(=O)Nc2cc3c4c(c2)CC(=O)N4CCC3)cc1OC,-1,x,x,x,x,x,x
-2,96,1,CC1(C)C2CC=C(/C=N/NC(=O)c3ccccc3O)C1C2 (stereo not given),-5,1.0,-4,-2,-3.0,4,-7
-3,x,5,O=C(CCc1c[nH]c2ccccc12)N1CCCC1,-3,-0.3,-5,x,-0.6,6,-1

Assay outcomes (PubChem BioAssay)

Not all compounds are listed; the hit share may differ from the screen's.
